# Compound activity: PubChem BioAssay, several laboratories
# NFkB transloc inh: blocks IL-1B driven NFkB nuclear translocation in HUVEC cells; AID 796; 94,000 compounds, 0.43% hits; inhibition, % at 2 µM; HUVEC IL-1B NFkB p65 nuclear translocation imaging;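 active means inhibition above about 30% together with a positive call from visual inspection of the well image, limit read from the data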;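 further: nuclear over cytoplasmic p65 intensity ratio measured by imaging; 0% = IL-1B stimulated DMSO wells and 100% = unstimulated DMSO wells; values of inactives mirror those of a sister screen read the other way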
# Bcl-B displacement: displacers of TR3 peptide from Bcl-B, primary screen, selectivity assay for Bfl-1 inhibitor project, biochemical, fluorescence polarization | displacement, % at 20 µM; hits with a dose series show IC50 in µM | FP displacement of FITC-TR3 peptide from Bcl-B; higher % means a stronger effect | 96,000 compounds, 0.11% hits | AID 748;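 active means displacement above 50% at 20 µM plus a fluorescence interference ratio under 1.5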;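 further: plate controls were wells without compound for no effect and wells lacking Bcl-B protein for full effect; a part of the inactive calls stands beside numbers as strong as those of hits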
# NFkB transloc pot: enhances IL-1B driven NFkB nuclear translocation. activation, % at 2 µM. 94,000 compounds, 0.3% hits. AID 819. HUVEC IL-1B NFkB p65 nuclear translocation imaging;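 active means activation above 40%, about the mean plus 3 SD, also judged a hit on visual image review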;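 further: percent activation is computed from the nuclear over cytoplasmic p65 intensity ratio; values of inactives mirror those of a sister screen read the other way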
# PLAP inhibition: inhibition of human placental alkaline phosphatase – biochemical, luminescence, HTS (AID 690) | 96,000 compounds, 0.08% hits | inhibition, % at 20 µM, or IC50 in µM where a hit was titrated | purified PLAP, luminescent substrate; higher % means a stronger effect; in the data active means a potency from the dose series; inactive means the rest, 99 in 100 with inhibition below about 30%; further: strong numbers were not always called active
# MRP resist rev: MRP-mediated drug resistance reversal; H69AR cells + 2 uM doxorubicin, CellTiter-Glo, 72 h; differential viability (reversal), % at 10 µM; 85,000 compounds, 0.04% hits; AID 602;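 active means viability drop by adding the cancer drug above about 55%, with treated viability meeting a 40% cutoff, limit read from the data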;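 further: viability without doxorubicin minus viability with 2 µM doxorubicin for each compound; larger differential means the compound sensitizes cells more to doxorubicin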
# MRP resist rev cytotoxicity: second read-out of MRP resist rev, no call of its own (marks repeat the call); viability, %; H69AR cells, CellTiter-Glo, 72 h; measured here: cytotoxicity without doxorubicin
# MRP resist rev with doxorubicin: second read-out of MRP resist rev, no call of its own (marks repeat the call); viability, %; measured here: viability with 2 uM doxorubicin; hits give low values
# NFkB transloc inh cell count 2 µM: second read-out of NFkB transloc inh, no call of its own (marks repeat the call); cell count; measured here: cells passing quality filter;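 raw number of nuclei counted in each imaged well without normalization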
# NFkB transloc pot cell count 2 µM: recorded beside NFkB transloc pot, whose call it bears; cell count; measured here: cells passing quality filter
# Starred values were filed as active, the others as inactive; nt = not tested or not shown. A portion of the library; the hit share may differ from the screen's.
SMILES,NFkB transloc inh,NFkB transloc inh cell count 2 µM,Bcl-B displacement,NFkB transloc pot,NFkB transloc pot cell count 2 µM,PLAP inhibition,MRP resist rev,MRP resist rev cytotoxicity,MRP resist rev with doxorubicin
CC(C)CN(CC(C)C)S(=O)(=O)N1CCC(C(=O)NCc2ccccn2)CC1,1,190,-10%,-1,190,-27%,-4,92,96
COc1cccc(NC(=O)CSc2nc(N)cc(N)n2)c1,4,156,-10%,-4,156,11%,10,85,75
Cn1c(=NC(=O)C2CCN(S(=O)(=O)c3cccs3)CC2)sc2ccccc21,-12,118,-9%,12,118,9%,2,74,72
Cc1ccccc1NC(=O)CCC(=O)OCCCC(F)(F)C(F)(F)F,-18,194,-11%,18,194,-10%,-4,91,95
CCOC(=O)C1CCCN(Cc2ccc(O)c(OC)c2)C1 (stereo unspecified),nt,nt,10%,nt,nt,-3%,-5,95,100
Cc1cc(NC(=O)COC(=O)c2cccc(OCc3ccccc3)c2)no1,0,163,16%,0,163,10%,7,100,94
O=C(Cn1cnc2c(nnn2Cc2ccc(F)cc2)c1=O)NC1CCCC1,8,222,5%,-8,222,3%,-15,102,117
O=C(CSc1ccccn1)Nc1ccc(Br)cn1,4,130,-8%,-4,130,20%,14,97,84
COc1ccc(C2SCC(C(=O)NCc3ccc(F)cc3)N2C(C)=O)cc1 (stereo unspecified),-3,183,6%,3,183,-11%,9,98,90
COC(=O)[C@H](C)NC(=O)NC(C)CCc1ccccc1 (stereo partly specified),4,147,10%,-4,147,17%,1,90,88
COc1ccc(C(=O)CC2OC(=O)c3ccccc32)cc1OC (stereo unspecified),-3,76,nt,3,76,nt,-8,66,74
Cc1ccc(-n2nc(C)c3c2OC(N)=C(C#N)C3c2ccc(F)cc2)cc1 (stereo unspecified),6,174,1%,-6,174,13%,1,92,91
Cc1n[nH]c(C)c1C(=O)CC1(O)C(=O)N(Cc2ccccc2)c2ccc(Br)cc21 (stereo unspecified),-14,63,-7%,14,63,-54%,10,84,74
Cc1nn(-c2ccccc2)c2c1C(c1cccnc1)N1C=C(S(=O)(=O)N3CCCCC3)C=CC1=N2 (stereo unspecified),nt,nt,0%,nt,nt,-46%,35,74,39
CC1(C)CC(=O)C2=C(C1)Oc1ncn(CCCn3ccnc3)c(=N)c1C2c1ccccc1 (stereo unspecified),-3,194,-7%,3,194,-30%,-10,93,103
O=C(CSc1ncccn1)NCc1ccccc1,-1,161,1%,1,161,3%,2,101,98
COc1cc(C(=O)Nc2cc(C)ccn2)cc(OC)c1OC,nt,nt,0%,nt,nt,8%,7,79,72
CC1CCC(NC(=O)C2c3ccccc3C(=O)N2CCCN2CCOCC2)CC1 (stereo unspecified),-21,145,5%,21,145,-7%,5,95,90
N=c1n(CCN2CCCCC2)c2ccccc2n1CC(O)c1ccc(Cl)c(Cl)c1 (stereo unspecified),-8,131,2%,8,131,-110%,nt,nt,nt
O=C(COc1ccccc1)Nc1ccc(S(=O)(=O)N2CCCC2)cc1,3,53,16%,-3,53,30%,13,93,80
CC1Cc2ccccc2N1C(=O)CSc1nc(-c2ccco2)cc(C(F)(F)F)n1 (stereo unspecified),-30,134,-7%,30,134,2%,-11,59,70
COc1ccc(C(=O)OC2CCN(c3ncc(C(F)(F)F)cc3Cl)CC2)cc1,-5,182,12%,5,182,-2%,nt,nt,nt
CCOC(=O)c1sc(N(Cc2ccccc2)C(=O)CSc2nnc(C3CC3)n2N)nc1C,nt,nt,8%,nt,nt,-6%,-11,57,69
C=CCn1c(=O)/c(=C/c2ccc(O)cc2)s/c1=C(/C#N)c1nnc2n1CCCCC2,-7,141,-128%,7,141,29%,-20,54,74
COC(=O)c1oc2ccccc2c1N,-21,185,13%,21,185,15%,1,95,94
CCCCOc1ccccc1N,-2,162,-11%,2,162,9%,3,89,86
COc1ccccc1Nc1nc(N)nc(CN2CCc3ccccc3C2)n1,-5,127,nt,5,127,nt,nt,nt,nt
CCN(CC)S(=O)(=O)c1ccc2nc(SC)sc2c1,-20,109,-4%,20,109,13%,24,98,74
Cn1cccc1/C=N/n1c(-c2ccccc2)n[nH]c1=S,-8,141,-4%,8,141,15%,nt,nt,nt
CCc1nnc(NC(=O)C2c3ccccc3Oc3ccccc32)s1,-8,138,nt,8,138,nt,-8,89,96
N/C(=N\OC(=O)CCCN1C(=O)c2ccccc2C1=O)c1ccc(Br)cc1,-6,118,nt,6,118,nt,nt,nt,nt
Cc1oc2c(c1C(=O)Nc1ccc(C(=O)O)cc1)CCCC2,-14,210,5%,14,210,-24%,25,95,70
Cc1ccc(-c2csc(NC(=O)C3CC=CCC3C(=O)O)c2C(=O)OC(C)C)cc1 (stereo unspecified),-36,153,-7%,36,153,-6%,nt,nt,nt
CSc1ccc(CNc2ccc(Cl)cc2)cc1,-10,124,15%,9,124,19%,nt,nt,nt
CC(NC(=O)COc1ccccc1)C(=O)NC1=NCCS1 (stereo unspecified),-3,168,-12%,3,168,-40%,-1,96,97
CCOC(=O)c1sc2nc(N3CCOCC3)c3c(c2c1N)CCCC3,10,121,2%,-10,121,-16%,-8,48,56
CC1(C)CC(=O)C2=C(C1)N(CCN1CCOCC1)C1=C(C(=O)CC(C)(C)C1)C2c1cccc(F)c1,-6,121,7%,6,121,-58%,28,59,31
O=C(CCCSc1nc2sc3c(c2c(=O)[nH]1)CCC3)NCCO,4,121,0%,-4,121,-7%,-2,92,94
COc1ccccc1-n1c(CNC(=O)c2ccc(S(=O)(=O)N3CCOCC3)cc2)n[nH]c1=S,-8,134,7%,8,134,-68%,5,88,83
CC(C)CNC(=O)COC(=O)c1ccc(Cl)c(S(N)(=O)=O)c1,-10,154,-5%,10,154,-2%,nt,nt,nt
O=c1[nH]c(NC2CCCCC2)nnc1Cc1ccccc1,-23,119,-7%,23,119,9%,2,82,81
COc1ccc(N2C(=O)CC(Nc3ccc(N4CCOCC4)cc3)C2=O)c(OC)c1 (stereo unspecified),9,101,-7%,-9,101,-19%,-3,94,97
CCCCc1ccc(N2C(=O)[C@@H]3C(CC(N)=O)NC4(C(=O)Nc5ccc(F)cc54)[C@@H]3C2=O)cc1 (stereo partly specified),-2,145,-5%,2,145,-65%,13,99,85
CCCS(=O)(=O)N1CCN(S(=O)(=O)c2ccccc2)CC1,4,131,-5%,-5,131,17%,6,92,86
CC1CC(c2ccccc2)n2nc(NC(=O)c3ccco3)nc2N1 (stereo unspecified),5,188,-7%,-5,188,-47%,-2,95,97
CCn1c(C)cc(/C=C2\NC(=O)N(Cc3ccc(Cl)cc3)C2=O)c1C,7,192,15%,-7,192,-6%,nt,nt,nt
CCC(=O)Nc1ccccc1C(=O)OCC(=O)Nc1ccc(S(N)(=O)=O)cc1,-16,115,-4%,16,115,6%,-4,101,105
CCCCCC(=O)Nc1cc(N(C)C)nc2ccccc12,17,123,1%,-17,123,14%,0,91,91
CC(C)OCCCNC(=O)CN1C(=O)CC(C)(C)S(=O)(=O)c2ccccc21,-23,171,7%,23,171,-8%,0,95,95
C/C(CC(=O)NCc1ccco1)=N\NC(=O)C(c1ccccc1)c1ccccc1,-16,155,-4%,16,155,-17%,nt,nt,nt
COc1cc(NS(=O)(=O)c2ccc(NC(=O)CSC3=NCCS3)cc2)nc(OC)n1,-1,129,2%,1,129,-30%,-2,93,94
CCOc1cc2nc(-c3ccc(OC)c(OC)c3)nc(N3CC(C)OC(C)C3)c2cc1OC (stereo unspecified),-1,158,7%,1,158,14%,nt,nt,nt
CCOC(=O)c1cnn(-c2ccccc2)c1-n1cccc1C(=O)C(=O)Nc1ccc(OC)cc1,-9,10,-20%,9,10,-20%,nt,nt,nt
CC(=O)c1ccc(NC(=O)CCSCCC(=O)Nc2ccc(C(C)=O)cc2)cc1,-12,72,0%,12,72,14%,-8,92,100
COc1ccc(N2C(=O)CC(SCCc3nc4ccccc4[nH]3)C2=O)cc1 (stereo unspecified),10,120,-1%,-10,120,0%,nt,nt,nt
CCCCC(=Nc1ccc(N)cc1)C1=C(O)C(C(=O)OC)C(C)(C)CC1=O (stereo unspecified),14,151,5%,-14,151,13%,nt,nt,nt
Cc1[nH]n(-c2cccc(Cl)c2)c(=O)c1-c1ccc(Cl)cc1,2,159,-2%,-2,159,3%,5,109,104
CCN1C(=O)/C(=C/c2ccc(C)s2)SC1=Nc1ccc(OC)cc1,-11,111,-8%,11,111,2%,nt,nt,nt
CN1CCN(Cc2cccc(Oc3ccc(Cl)cc3)c2)CC1,-14,186,-8%,14,186,-27%,14,72,57
CCCCN1CN(S(=O)(=O)c2cccs2)c2nc3ccccc3nc21,-2,130,-4%,2,130,6%,nt,nt,nt

# 19 structures from above, arranged by length of the SMILES, lowest first.
SMILES,NFkB transloc inh,NFkB transloc inh cell count 2 µM,Bcl-B displacement,NFkB transloc pot,NFkB transloc pot cell count 2 µM,PLAP inhibition,MRP resist rev,MRP resist rev cytotoxicity,MRP resist rev with doxorubicin
COC(=O)c1oc2ccccc2c1N,-21,185,13%,21,185,15%,1,95,94
O=C(CSc1ncccn1)NCc1ccccc1,-1,161,1%,1,161,3%,2,101,98
CC(NC(=O)COc1ccccc1)C(=O)NC1=NCCS1 (stereo unspecified),-3,168,-12%,3,168,-40%,-1,96,97
COc1cc(C(=O)Nc2cc(C)ccn2)cc(OC)c1OC,nt,nt,0%,nt,nt,8%,7,79,72
COC(=O)[C@H](C)NC(=O)NC(C)CCc1ccccc1 (stereo partly specified),4,147,10%,-4,147,17%,1,90,88
CCCS(=O)(=O)N1CCN(S(=O)(=O)c2ccccc2)CC1,4,131,-5%,-5,131,17%,6,92,86
O=C(CCCSc1nc2sc3c(c2c(=O)[nH]1)CCC3)NCCO,4,121,0%,-4,121,-7%,-2,92,94
CCCCN1CN(S(=O)(=O)c2cccs2)c2nc3ccccc3nc21,-2,130,-4%,2,130,6%,nt,nt,nt
O=C(COc1ccccc1)Nc1ccc(S(=O)(=O)N2CCCC2)cc1,3,53,16%,-3,53,30%,13,93,80
O=C(Cn1cnc2c(nnn2Cc2ccc(F)cc2)c1=O)NC1CCCC1,8,222,5%,-8,222,3%,-15,102,117
CC1CCC(NC(=O)C2c3ccccc3C(=O)N2CCCN2CCOCC2)CC1 (stereo unspecified),-21,145,5%,21,145,-7%,5,95,90
COc1ccc(N2C(=O)CC(SCCc3nc4ccccc4[nH]3)C2=O)cc1 (stereo unspecified),10,120,-1%,-10,120,0%,nt,nt,nt
N=c1n(CCN2CCCCC2)c2ccccc2n1CC(O)c1ccc(Cl)c(Cl)c1 (stereo unspecified),-8,131,2%,8,131,-110%,nt,nt,nt
CC(C)OCCCNC(=O)CN1C(=O)CC(C)(C)S(=O)(=O)c2ccccc21,-23,171,7%,23,171,-8%,0,95,95
COc1ccc(N2C(=O)CC(Nc3ccc(N4CCOCC4)cc3)C2=O)c(OC)c1 (stereo unspecified),9,101,-7%,-9,101,-19%,-3,94,97
Cc1ccc(-c2csc(NC(=O)C3CC=CCC3C(=O)O)c2C(=O)OC(C)C)cc1 (stereo unspecified),-36,153,-7%,36,153,-6%,nt,nt,nt
CC1(C)CC(=O)C2=C(C1)Oc1ncn(CCCn3ccnc3)c(=N)c1C2c1ccccc1 (stereo unspecified),-3,194,-7%,3,194,-30%,-10,93,103
CCOC(=O)c1cnn(-c2ccccc2)c1-n1cccc1C(=O)C(=O)Nc1ccc(OC)cc1,-9,10,-20%,9,10,-20%,nt,nt,nt
Cc1nn(-c2ccccc2)c2c1C(c1cccnc1)N1C=C(S(=O)(=O)N3CCCCC3)C=CC1=N2 (stereo unspecified),nt,nt,0%,nt,nt,-46%,35,74,39
